# D2 potentiator – HTS Assay for Positive Allosteric Modulators of the Human D2 Dopamine Receptor: Primary Screen for Potentiators | D(2) dopamine receptor (Homo sapiens), P14416 | HEK293 T-REx D2, calcium flux, EC20 dopamine potentiation | 340,000 compounds, 0.34% hits | potentiation, % at 10 µM | AID 485347, 2010;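 active means potentiation over 3 SD above the plate norm, cut at about 30% in these data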; further: 0% is about no effect
# Target sequence (P14416 whole entry, looked up): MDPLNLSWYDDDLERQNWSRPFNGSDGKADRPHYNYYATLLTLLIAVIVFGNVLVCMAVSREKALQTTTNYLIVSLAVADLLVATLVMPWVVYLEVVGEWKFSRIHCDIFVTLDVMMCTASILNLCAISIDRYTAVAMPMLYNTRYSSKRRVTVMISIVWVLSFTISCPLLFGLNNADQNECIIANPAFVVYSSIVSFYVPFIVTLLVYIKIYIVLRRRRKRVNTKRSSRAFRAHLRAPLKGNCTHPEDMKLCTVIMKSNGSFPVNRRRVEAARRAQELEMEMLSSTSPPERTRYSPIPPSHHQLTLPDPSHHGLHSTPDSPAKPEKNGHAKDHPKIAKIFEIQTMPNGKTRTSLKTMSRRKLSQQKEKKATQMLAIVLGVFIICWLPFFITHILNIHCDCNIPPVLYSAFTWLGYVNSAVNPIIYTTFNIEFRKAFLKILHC
#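 Potentiation of an EC20 dopamine calcium response measured kinetically over 180 s, after a preceding 180 s compound-only read flagging agonists. Cells: inducible Hek293 Trex D2 line, 4000/well, cultured overnight at 30 C before dye loading.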
# LDHA block – qHTS assay for inhibitors of human lactate dehydrogenase | activity change, % (values are at about 110 or 230 µM) | L-lactate dehydrogenase A chain (Homo sapiens), P00338 | purified LDHA, NADH/diaphorase-resazurin fluorescence; active compounds read low | 480,000 compounds, 0.15% hits; in the data active means activity change below about -30%; inconclusive means mostly about -25% to -30%;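 further: plate controls were DMSO wells for no effect and wells without enzyme for full effect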
#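 LDH5 2 nM; NADH 0.06 mM, pyruvate 0.2 mM; 200 mM Tris pH 7.4, EDTA, Tween-20; 5 min RT. Detection: diaphorase 0.133 mg/mL + resazurin 37 µM, fluorescence ex540/em590 at 0 and 20 min; normalized to enzyme-free and DMSO wells.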
# Glioma ERSR ind – qHTS for Inducers of the Endoplasmic Reticulum Stress Response (ERSR) in Human Glioma: qHTS; U87-MG GRP78 promoter luciferase reporter, 16 h; 420,000 compounds, 0.02% hits; Potency, µM, for inactives: at the highest dose activation, usual class: activators; further: potency means the concentration at half of the fitted maximal effect; series mostly up to about 76 µM; % of control where 0% means no effect; nearly all actives have a fitted effect of over 35% in size
#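 ERSR induction read as luciferase luminescence (Bright-Glo, 10 min at room temperature) in stably transfected human U87-MG glioma cells exposed to compounds for 16 h, using GRP78 as sensor.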
# Vif-APOBEC3G blk – qHTS for Inhibitors of Vif-A3G Interactions: qHTS; Potency, µM (series often up to 46.1 µM), for inactives: at the highest dose activity, negative = active, hits mostly inhibitors; HeLa A3G-eYFP + Vif (tagged APOBEC3G with the HIV-1 protein that degrades it), YFP fluorescence, overnight; 410,000 compounds, 0.076% hits;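 further: potency means the concentration at half of the fitted maximal effect; on the % scale 0 is the no-effect control and ±100 the full control effect; nearly all actives have a fitted effect of over 60% in size; hits raise eYFP signal because A3G escapes Vif-driven loss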
#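 Read-out is eYFP fluorescence (Ex 488/Em 500-530) from Vif-expressing HeLa A3G-eYFP cells; more signal means A3G escaped Vif-mediated degradation. Cells plated overnight, compound pinned in, incubated overnight at 37 deg C.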
# RXFP1 ag – qHTS Assay for Agonists of the Relaxin Receptor RXFP1; 370,000 compounds, 0.3% hits; Relaxin receptor 1 (Homo sapiens), Q9HBX9; Potency, µM (top dose mostly 57.5 µM), for the others: at the highest dose activation, usual class: activators; HEK293T-RXFP1 cAMP TR-FRET, 30 min; response scale: percent of porcine relaxin response, buffer zero; further: potency means the concentration at half of the fitted maximal effect; on the % scale 0 is the no-effect control and ±100 the full control effect; nearly all actives have a fitted effect of over 60% in size; many of its hits are not listed in these tables
#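 HEK293 cells stably expressing RXFP1, treated 30 min at 37C with compounds plus PDE4 inhibitor Ro 20174; cAMP measured by HTRF TR-FRET. Normalized to buffer and 29 nM porcine relaxin; EC50 by Hill fit.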
# D1 antag – Antagonist of Human D 1 Dopamine Receptor: qHTS; 360,000 compounds, 3.2% hits; D(1A) dopamine receptor (Homo sapiens), P21728; HEK293 TREx D1 cells, calcium flux, dopamine EC80; active compounds read low; activity change, negative = inhibition, % at 10 µM; in the data active means activity change below about -30%; further: on the % scale 0 is the no-effect control and ±100 the full control effect
# Target sequence (P21728 whole entry, looked up): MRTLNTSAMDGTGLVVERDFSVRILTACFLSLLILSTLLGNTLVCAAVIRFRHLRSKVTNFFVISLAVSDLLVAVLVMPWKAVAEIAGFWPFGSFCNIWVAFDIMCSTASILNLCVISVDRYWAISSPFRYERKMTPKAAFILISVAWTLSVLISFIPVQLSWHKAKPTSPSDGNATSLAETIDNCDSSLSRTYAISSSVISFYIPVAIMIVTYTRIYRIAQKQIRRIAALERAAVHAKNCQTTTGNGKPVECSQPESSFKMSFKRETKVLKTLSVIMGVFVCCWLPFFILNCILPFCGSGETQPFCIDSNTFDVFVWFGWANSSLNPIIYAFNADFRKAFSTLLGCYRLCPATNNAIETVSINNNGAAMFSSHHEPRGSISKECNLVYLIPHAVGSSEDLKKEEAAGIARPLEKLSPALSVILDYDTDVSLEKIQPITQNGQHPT
#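 Tetracycline-induced HEK293 Trex D1 cells, force-coupled to calcium, dye-loaded; compounds added and read 180 s, then EC80 dopamine added and calcium flux tracked kinetically another 180 s.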
# D1 agonist – Allosteric Agonists of the Human D1 Dopamine Receptor: qHTS | D(1A) dopamine receptor (Homo sapiens), P21728 | HEK293 T-REx D1 cells, calcium flux, agonist mode | activation, % at 2 µM | 360,000 compounds, 1% hits | AID 504660, 2011; in the data active means activation above about 30%; further: 0% is about no effect
#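 Tetracycline-induced HEK293 TREx D1 cells, force-coupled to calcium signalling, were dye-loaded with a no-wash calcium kit. Compound was pin-added after a 10 s baseline. Fluorescence was read kinetically at 1 cycle/s for 180 s, with calcium rises flagged as agonism.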
# Vif-APOBEC3F blk – qHTS for Inhibitors of Vif-A3F Interactions: qHTS. HeLa A3F-eYFP + Vif (tagged APOBEC3F with the HIV-1 protein that degrades it), YFP fluorescence increase. Potency, µM (top dose mostly 46.1 µM), for inactives: top-dose activity, negative = active. 390,000 compounds, 0.2% hits. AID 602313, 2012; further: potency means the concentration at half of the fitted maximal effect; % of control where 0% means no effect; nearly all actives have a fitted effect of over 65% in size
#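 HeLa cells stably expressing A3F-eYFP plus Vif, plated and incubated overnight at 37 deg C, then exposed to compounds overnight at 37 deg C. Blocked degradation read as raised yellow fluorescence (Ex 488/Em 500-530).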
# D1 PAM – Potentiators of Human D1 Dopamine Receptor: qHTS; HEK293 TREx D1 cells, calcium flux, dopamine EC20 potentiation; potentiation, % at 10 µM; 360,000 compounds, 0.036% hits; in the data active means potentiation above about 30%; further: 0% is about no effect
# The depositor's hits bear a star; ? = inconclusive; · = not tested or not shown; & = joins results of further samples. Unless noted, the call rests on the fitted dose curve; in most records, active means well fitted curve in the direction sought with a large enough effect; inconclusive means small, poorly fitted or top-dose-only effect, or another doubt; inactive means no such curve, though single readings can be large; an effect the other way counts as inactive or inconclusive. These rows are one share of the data; the hit share may differ from the screen's.
SMILES,D2 potentiator,LDHA block,Glioma ERSR ind,Vif-APOBEC3G blk,RXFP1 ag,D1 antag,D1 agonist,Vif-APOBEC3F blk,D1 PAM
CCN(CC)CCCN(Cc1cc2cc3c(cc2[nH]c1=O)OCO3)C(=S)NC,-2,-9,-1%,-10%,4.9%,1,4,6%,-4
O=C1CCCC2=C1C1(CCCC1)N=C(Nc1nc3ccccc3o1)N2,0,-6&1&7,-4%,3%,0.3%,-10,2,·,0
CO[C@@H]1O[C@@H]2COC(c3ccccc3)O[C@@H]2[C@@H](OC)[C@@H]1O (some centres undefined),7,-1,-5%,3%,-3.0%,21,-4,6%,1
Cc1ccc(-n2nnnc2CNC(=O)c2cc(C(F)(F)F)cc(C(F)(F)F)c2)cc1C,-7,-7,5%,0%,1.9%,-6,1,-24%,1
COc1ccc(CCC(=O)N(C)CC(=O)Nc2ccc(N3CCOCC3)cc2)cc1,·,-9,-8%,-2%,0.2%,6,0,1%,-1
CC(C)N1C(=O)CCC1C(=O)N1CCCc2ccccc21 (centres undefined),·,-1,-3%,0%,1.1%,-8,4,1%,0
Cc1cc(O)cc(O)c1C(=O)Cc1cscn1,14,2,0%,3%,2.3%,-3,5,-2%,6
S=C1NC2=C(CCC/C2=C\c2ccccc2)C(c2ccccc2)N1 (centres undefined),-5,2,-3%,-5%,-0.1%,-5,3,-4%,2
O=C(CN1CCCc2ccccc21)NC(=O)NC1CCCCC1,22,-6,-4%,0%,-2.4%,-4,7,5%,4
O=C(CSCc1ccccc1Br)N/N=C/c1ccc(OCC(=O)N2CCCCC2)cc1,9,-4,-5%,0%,-2.1%,-15,4,-14%,5
C/C(N)=C(/C#N)C(=O)COC(=O)c1ccc(O)cc1,1,-8,-1%,0%,-0.1%,-3,1,2%,-2
CCC(Cc1ccccc1)NC(=O)C1CC1 (centres undefined),·,-6,-6%,-1%,-1.0%,9,1,6%,1

# By substructure: the entries above containing four or more nitrogen atoms
SMILES,D2 potentiator,LDHA block,Glioma ERSR ind,Vif-APOBEC3G blk,RXFP1 ag,D1 antag,D1 agonist,Vif-APOBEC3F blk,D1 PAM
CCN(CC)CCCN(Cc1cc2cc3c(cc2[nH]c1=O)OCO3)C(=S)NC,-2,-9,-1%,-10%,4.9%,1,4,6%,-4
O=C1CCCC2=C1C1(CCCC1)N=C(Nc1nc3ccccc3o1)N2,0,-6&1&7,-4%,3%,0.3%,-10,2,·,0
Cc1ccc(-n2nnnc2CNC(=O)c2cc(C(F)(F)F)cc(C(F)(F)F)c2)cc1C,-7,-7,5%,0%,1.9%,-6,1,-24%,1

# Four of the entries above in order of their number in Vif-APOBEC3G blk, lowest first.
smiles,Vif-APOBEC3G blk
CCN(CC)CCCN(Cc1cc2cc3c(cc2[nH]c1=O)OCO3)C(=S)NC,-10%
S=C1NC2=C(CCC/C2=C\c2ccccc2)C(c2ccccc2)N1 (centres undefined),-5%
Cc1ccc(-n2nnnc2CNC(=O)c2cc(C(F)(F)F)cc(C(F)(F)F)c2)cc1C,0%
CO[C@@H]1O[C@@H]2COC(c3ccccc3)O[C@@H]2[C@@H](OC)[C@@H]1O (some centres undefined),3%

# The results go on:
SMILES,D2 potentiator,LDHA block,Glioma ERSR ind,Vif-APOBEC3G blk,RXFP1 ag,D1 antag,D1 agonist,Vif-APOBEC3F blk,D1 PAM
CN(C(=O)c1oc(=O)c2ccccc2c1-c1ccccc1)c1cccc(Cl)c1,2,-3,-3%,3%,-2.5%,4,4,0%,-1
CCN(CC)c1ccc(C(=O)NNC(=O)CNC(=O)c2ccco2)cc1,10,1,-1%,-4%,0.2%,0,4,2%,1
N#CC12CCCCC1CC1CCCCC1(C#N)N2N (centres undefined),0,1,-3%,-2%,-0.1%,-6,0,12%,-3
CS(=O)(=O)c1ccc2nc(NC(=O)c3cc(-c4ccccc4)nn3-c3ccccc3)sc2c1,19,-4,-1%,1%,0.0%,-8,16,0%,0
Cc1ccc2nc(SC(Cc3cc(Cl)ccc3Cl)C(=O)O)[nH]c2c1 (centres undefined),3,-4,2%,-6%,-0.2%,-11,2,0%,0
CCCCCn1ncc2c3sc(C)cc3n(C)c2c1=O,·,1,·,·,·,-2,2,·,-2
CCN(c1ccccc1)S(=O)(=O)c1ccc(OC)c(NC(=O)c2ccccc2OC)c1,-9,1,-4%,0%,1.5%,-7,5,-24%,0
Cc1nn(Cc2nnc(SCC(=O)Nc3ccc(Cl)cc3)n2C)c(C)c1[N+](=O)[O-],8,-7,-5%,2%,-1.4%,3,10,7%,4
BrC(=C\c1ccccc1)/C=N/Nc1nc(N2CCOCC2)nc(N2CCOCC2)n1,9,-2,1%,2%,3.9%,3,0,1%,-1
CCN(Cc1ccccc1)C(=O)C1CCN(S(=O)(=O)c2c(C)noc2/C=C/c2ccc(C)cc2)CC1,19,-12,-2%,7%,0.9%,8,5,-5%,0
CC1=C(C(=O)Nc2cccnc2)C(c2cccc(Br)c2)n2nc(SCc3ccccc3)nc2N1 (centres undefined),-3,-6,-1%,3%,0.4%,19,1,-13%,1
Cn1c(=O)c2c(nc(Br)n2CCCc2ccccc2)n(C)c1=O,15,-8,-5%,2%,-1.0%,3,5,4%,-7
Cn1c(Sc2ccc(C(=O)O)cc2[N+](=O)[O-])nnc1-c1ccccc1,5,-2,-3%,-1%,-1.4%,-2,2,-5%,-5
O=[N+]([O-])c1cccc(-c2ccc(C(=S)N3CCN(c4ccccc4)CC3)o2)c1,-6,-2,-4%,0%,7.1%,-2,0,1%,-2
COc1cc(OC)cc(C(=O)NNC(=O)CCC2CCCC2)c1,·,-9,1%,1%,·,·,·,4%,·
Cc1ccc(-c2csc3nc4c5ccccc5c(NCCCN5CCOCC5)nn4c(=O)c23)cc1,-3,·,·,·,0.7%,-2,1,·,-7
COc1ccc(-c2nc(SCC(=O)Nc3ccc4c(c3)OCO4)c(-c3ccc(F)cc3)[nH]2)cc1OC,-17,-1,-4%,-12%,1.1%,-36*,4,?,-3
C=CCSc1nnc(-c2sc(-c3ccccc3)nc2C)n1C,5,0,6%,0%,5.2%,-17,2,2%,-2
CS(=O)(=O)Nc1ccccc1C(=O)N1CCOCC1,-12,-5,-2%,0%,0.7%,-28,1,-4%,-3
COc1ccc(OCC(=O)NC(=S)N2CCCc3ccccc32)cc1,-19,16,1%,0%,-0.2%,7,-4,-18%,-4
CCOc1cccc(C2C(C(=O)c3cccs3)=C(O)C(=O)N2Cc2cccnc2)c1 (centres undefined),-12,0,1%,5%,27%,-4,2,-8%,0
Cc1ccc(C)n1-c1ccc(C(=O)NCC2CCCO2)cc1 (centres undefined),6,-5,-5%,1%,-0.7%,3,1,-2%,2
Cc1cccc(C)c1NC(=O)CSc1ccc([N+](=O)[O-])cn1,-4,-14,-3%,0%,5.8%,1,2,1%,3
Cc1ccc(NC(=O)Cn2c3ccc(F)cc3c3nc4n(c(=O)c32)CCS4)cc1F,35*,-6,-5%,0%,2.0%,19,1,9%,-5
Cc1cc(C)cc(C(=O)N2CCN=C2c2ccccc2)c1,·,-4,-2%,2%,-0.6%,-14,3,0%,-8
COc1ccc(C(CC(=O)Nc2ncccc2C)N2Cc3ccccc3C2=O)cc1 (centres undefined),-3,-7,2%,-5%,0.6%,2,3,0%,-6
CCOc1ccc(C(C)=O)cc1COC(=O)c1cc([N+](=O)[O-])ccc1N1CCOCC1,·,0,-2%,-1%,0.8%,10,0,3%,-8
O=C(Cc1ccccc1)NCC(=O)OCC(=O)c1ccccc1Cl,-6,-2,-6%,0%,0.1%,-6,-1,4%,3
C/C(=N\NC(=O)C(=O)N/N=C(\C)c1cccc(O)c1)c1cccc(O)c1,0,3,0%,0%,0.0%,-3,4,6%,-6
O=C(NC1CCCC1)c1ccc(CS(=O)Cc2ccccc2Cl)o1 (centres undefined),·,-1,-2%,-5%,1.8%,2,0,1%,3
COc1ccc(-c2nc3scc(CCNS(=O)(=O)c4ccc5c(c4)OCCO5)n3n2)cc1,17,-4,-3%,4%,0.8%,·,10,-1%,-3
Oc1ccc2ccccc2c1N=Nc1ccc(F)cc1,-9&1,1,4%,-7%,5.4%&0.8%,11&2,5&1,-14%,-1&-1
CCOc1ccc(-c2nnc3sc(COc4ccc(Cl)cc4)nn23)cc1,0,-11,-5%,-5%,0.0%,2,1,-10%,20
O=C(Nc1ccc(F)cc1)Nc1nnc(Cc2ccccc2)s1,17,-4,-5%,-1%,-2.4%,8,2,-4%,0
Cc1ncc2c(c1OC(=O)c1ccc([N+](=O)[O-])cc1)COC(C)(C)OC2,10,1,5%,0%,3.7%,-8,2,0%,1

# High-throughput results (PubChem)
